TMEM16A act – activators or potentiators of mouse TMEM16A chloride channel | Q8BHY3 | HEK293 TMEM16A/YFP-H148Q/I152L, iodide quench fluorescence; active compounds read low | B-score at 10 µM | hit rate 0.3% among 340,000 | AID 623877;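 active = fluorescence-ratio B-score plate-corrected deviation score at least 3 library SD below zero, with starting fluorescence score within 5 deviations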;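 also: channel opened by trigger with iodide after compound preincubation; score built on the fluorescence ratio of max minus min over baseline; more negative score means more quench and so TMEM16A activation or potentiation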
HDAC3 inhib – human HDAC3 inhibition | inhibition, % at 8.3 µM | recombinant HDAC3, fluorogenic peptide/trypsin coupled, fluorescence | hit rate 0.15% among 320,000 | O15379; in the data active = inhibition above about 26%, passing the limit was not always enough; inconclusive = no clear call, values can overlap the other calls
Target sequence (O15379 whole entry, looked up): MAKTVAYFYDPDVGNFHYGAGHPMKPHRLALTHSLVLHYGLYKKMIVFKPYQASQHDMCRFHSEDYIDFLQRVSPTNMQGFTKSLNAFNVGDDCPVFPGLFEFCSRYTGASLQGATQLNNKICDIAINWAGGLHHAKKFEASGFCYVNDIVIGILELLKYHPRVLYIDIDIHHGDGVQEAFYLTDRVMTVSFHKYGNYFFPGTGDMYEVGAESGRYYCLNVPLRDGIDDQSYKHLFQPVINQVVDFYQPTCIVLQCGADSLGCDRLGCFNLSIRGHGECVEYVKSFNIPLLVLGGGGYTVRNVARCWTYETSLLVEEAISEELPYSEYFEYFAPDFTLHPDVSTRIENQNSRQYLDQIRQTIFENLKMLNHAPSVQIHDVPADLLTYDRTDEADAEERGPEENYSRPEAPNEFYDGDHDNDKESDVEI
KCNK3 block – human KCNK3 channel inhibition, primary screen. CHO-KCNK3 thallium flux, FluxOR fluorescence; active compounds read low. B-score at 10 µM. O14649. AID 602410. hit rate 0.84% among 340,000;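 active = B-score under library mean minus 4 SD, starting fluorescence ratio at most library mean plus 5 SD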;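 also: more negative B-score means stronger inhibition of thallium flux through KCNK3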
Target sequence (O14649 whole entry, looked up): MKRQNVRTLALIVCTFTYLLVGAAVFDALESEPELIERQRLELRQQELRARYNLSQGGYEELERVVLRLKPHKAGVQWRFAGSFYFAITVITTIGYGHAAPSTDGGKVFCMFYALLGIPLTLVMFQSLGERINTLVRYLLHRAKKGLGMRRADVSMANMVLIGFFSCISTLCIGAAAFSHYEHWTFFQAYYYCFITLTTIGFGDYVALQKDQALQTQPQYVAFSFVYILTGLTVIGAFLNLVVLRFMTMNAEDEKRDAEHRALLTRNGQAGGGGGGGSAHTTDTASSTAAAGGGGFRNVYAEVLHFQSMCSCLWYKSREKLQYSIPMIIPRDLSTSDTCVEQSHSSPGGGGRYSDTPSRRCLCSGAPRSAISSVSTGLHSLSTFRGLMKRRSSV
The depositor's hits bear a star; i = inactive; ? = inconclusive. An excerpt (hit frequency here may not be typical).

TMEM16A act	HDAC3 inhib	KCNK3 block	mol
i	-1.2	i	Cc1ccc(-c2csc3ncnc(SCC(=O)NCC4CCCO4)c23)cc1 (stereo not given)
i	-4.3	i	COCCN(C(=O)c1oc2ccccc2c1COC)c1c(N)n(CC(C)C)c(=O)[nH]c1=O
i	2.4	i	CCN(CC)C(=O)c1[nH]cnc1C(=O)Nc1cccc(C)c1
i	-6.0	i	Cc1cc(C(=O)NCC(=O)Nc2c(C)cccc2C)c2ccccc2n1
i	1.6	i	C/C(=N\NC(=O)c1ccncc1)c1ccc(N2CCOCC2)cc1
i	2.8	i	CC(NC(=O)c1ccccc1Cl)C(=O)OCc1cn2cc(Cl)ccc2n1 (stereo not given)
i	0.9	i	COc1ccc(CNC(=O)COC(=O)c2ccc(C)c(S(=O)(=O)N3CCOCC3)c2)cc1
i	0.2	i	CCN1CCN(c2ccc(S(=O)(=O)N3CCOCC3)cc2NC(=O)CCSC)CC1
i	0.6	i	CCOC(=O)C1CCCN(C(=O)c2ccccc2NS(=O)(=O)c2ccc(F)cc2)C1 (stereo not given)
i	8.8	i	Cc1ccccc1CNC(=O)CCNS(=O)(=O)c1ccc(OC(F)(F)F)cc1
i	-4.9	i	CCc1ccc(-c2nn(Cc3ccccc3)cc2C(=O)NCC2CCCO2)cc1 (stereo not given)
i	-1.9	i	Cc1ccc(SCC(=O)NNC(=O)CNC(=O)c2ccccc2F)cc1
i	2.2	i	CC1CCCCC1NC(=O)COC(=O)c1cc(=O)[nH]c2ccccc12 (stereo not given)
i	8.6	i	Cc1ccc(OCCC(=O)Nc2ccc3c(c2)OCCCO3)cc1
i	1.7	i	Cc1cc(C)cc(C(=O)N(Cc2ccco2)c2c(N)n(Cc3ccccc3)c(=O)[nH]c2=O)c1
i	-0.1	i	Cc1cc(C(=O)N(Cc2nnc(-c3ccc(Cl)cc3)o2)C(C)C)c2ccccc2n1
i	-4.8	i	O=C(Cc1ccccc1Cl)Nc1cccc(S(=O)(=O)N2CCCCCC2)c1
i	1.5	i	CC(NC(=O)CN1C(=O)NC2(CCCCCC2)C1=O)c1ccccc1Cl (stereo not given)
i	-4.0	i	O=c1cc(-c2ccc(O)cc2)oc2ccc3ccccc3c12
i	6.5	i	CC(OC(=O)/C=C/c1ccccc1)C(=O)Nc1ccc2c(c1)OCCO2 (stereo not given)
i	-5.3	i	CCc1nnc(NC(=O)c2ccc(OC)c(S(=O)(=O)N3CCCC3)c2)s1
i	4.0	i	CC(=O)c1c(C)[nH]c(C(=O)OCC(=O)NCc2ccc3c(c2)OCO3)c1C
i	-1.2	i	Cc1ccc(S(=O)(=O)CCC(=O)OC2CC(C)OC2=O)cc1 (stereo not given)
i	-2.9	i	Cc1ccc(S(=O)(=O)CCC(=O)NNC(=O)CN(C)S(=O)(=O)c2ccc(C)cc2)cc1
i	-0.4	i	C=CCNc1nc(C(=O)OC(C)C(=O)c2ccc(C)cc2)cs1 (stereo not given)
i	8.3	i	C=CCNC(=O)Cc1ccc(S(=O)(=O)N2CCOCC2)s1
i	-6.7	i	Cc1cc(C(=O)OCC(=O)N2C(C)CCCC2C)c2ccccc2n1 (stereo not given)
i	-10.7	i	CC(=O)NC12CC3CC(C1)CC(C(=O)OCC(=O)c1cc(C)n(C)c1C)(C3)C2
i	-0.1	i	CN(CC(=O)Nc1ccc(Cl)cc1F)C1=NS(=O)(=O)c2ccccc21
i	-1.1	i	Oc1cc(Cl)cc(Cl)c1Cl
i	1.1	i	CCc1ccccc1NC(=O)COC(=O)c1c(C)nsc1NC
i	-0.9	i	CN(Cc1ccccc1)C(=O)c1ccc2c(c1)S(=O)(=O)N=C1CCCCCN12
i	0.1	i	CCNc1ccc(C(=O)OCC(=O)Nc2cc(C)on2)cc1[N+](=O)[O-]
i	-9.3	i	CC1CCCC(NC(=O)Cn2c(Cl)nc3c2c(=O)n(C)c(=O)n3C)C1C (stereo not given)
i	-3.1	i	CC(=O)c1ccc(NC(=O)CN2C(=O)NC(C)(C3CCCCC3)C2=O)cc1 (stereo not given)
i	-4.1	i	COc1ccc(NS(=O)(=O)c2cc(NC(=O)c3ccc(=O)[nH]n3)ccc2C)cc1
i	3.5	i	CCCCN1C(=O)C(=O)N(CC(=O)Nc2ccc(OC(F)(F)F)cc2)C1=O
i	0.2	i	CC(C)C(NC(=O)c1c(F)cccc1F)C(=O)NCc1ccc(S(=O)(=O)N2CCOCC2)cc1 (stereo not given)
i	?	i	O=C(CN1C(=O)C(=O)N(C2CCCC2)C1=O)Nc1cc(Cl)ccc1[N+](=O)[O-]
i	0.1	i	CCN1CCN(c2ccccc2NC(=O)C(C)Oc2ccc(C(C)=O)cc2)CC1 (stereo not given)
i	-1.3	i	Cc1cccc(OCC(=O)N(Cc2ccccc2)c2c(N)n(Cc3ccccc3)c(=O)[nH]c2=O)c1
i	-3.9	i	CC(NC(=O)CSc1nnc2n1CCCCC2)c1ccccc1Cl (stereo not given)
i	0.9	i	O=C(CCl)N1CCN(S(=O)(=O)c2ccc3c(c2)CCC3)CC1
i	0.4	i	COc1c(-c2ccccc2)oc2c(ccc3occc32)c1=O
i	2.8	i	CC(C)(C)c1ccc(OCCC(=O)OCC(=O)NC2CC2)cc1
i	-2.4	i	COc1ccc(C(=O)N[C@H](C(=O)NCCc2ccc3c(c2)OCCO3)C(C)C)cc1
i	0.3	i	CC1CCCC(NC(=O)COC(=O)/C=C/c2ccc([N+](=O)[O-])cc2)C1C (stereo not given)
i	-4.9	i	COc1ccccc1NC(=O)COC(=O)c1ccc(N2CCCC2=O)cc1
i	0.4	i	O=C(c1cnn(C(=O)c2ccco2)c1)c1cc(F)ccc1O
i	5.2	i	Cc1ccc(OCCOC(=O)c2cccc(S(=O)(=O)N3CC(C)OC(C)C3)c2)cc1 (stereo not given)
i	6.5	i	COc1ccc(C2CC(c3ccccc3)=NN2C(=O)COC(=O)c2cccc(O)c2)cc1 (stereo not given)
i	1.5	i	CC(=NNC(=O)COc1cccc(C)c1)c1cccnc1
i	4.6	i	O=C(c1cnn(C(=O)c2ccco2)c1)c1ccccc1O
i	-24.8	i	O=C(NCCc1ccc(Cl)cc1)C1=CC=CN2CCS(=O)(=O)N=C12
i	0.4	i	Cc1cccc(-n2c(SCC(=O)NCC3CCCO3)nc3ccccc3c2=O)c1C (stereo not given)
i	-6.8	i	NC(=O)c1ccsc1NC(=O)COC(=O)c1ccccn1
i	-3.6	i	COC(=O)c1ccc(NC(=O)COC(=O)CCC2CCCC2)cc1
i	-1.4	i	Cc1ccc(S(=O)(=O)N(C)c2ccc(OCC(=O)Nc3ccc(C(=O)N(C)C)cc3)cc2)cc1C
i	-4.3	i	Cc1csc(SCC(=O)Nc2ccc(F)cc2Cl)n1
i	-1.5	i	COc1ccc(CNC(=O)COC(=O)c2ccc(Br)o2)cc1

Following part
TMEM16A act	HDAC3 inhib	KCNK3 block	mol
i	-22.7	i	COc1cccc(/C=C/C(=O)OCC(=O)NCCCc2ccccc2)c1OC
i	-0.3	i	COc1cc(C(=O)NCc2ccc(S(N)(=O)=O)cc2)ccc1OCC(=O)N1CCOCC1
i	9.2	i	CCC(=O)c1ccc(OCC(=O)OCC(=O)Nc2ccc(C)c(S(=O)(=O)N3CCCCC3)c2)cc1
i	-4.2	i	O=C(c1cc(-c2ccncc2)nc2ccccc12)N1CCN(Cc2ccccc2)CC1
i	-0.8	i	CC(C)CN(C(=O)CCNC(=O)c1ccccc1Cl)C1CCS(=O)(=O)C1 (stereo not given)
i	-2.1	i	CC(Sc1nnc(-c2cccnc2)o1)C(=O)NC1CCCCC1 (stereo not given)
-23.4*	-1.6	i	Cc1ccc(NC(=O)COC(=O)CCc2c(C)nc3nc(N)nn3c2C)cc1C
i	1.5	i	Cc1ccc(SCC(=O)Nc2oc(C)c3c(C)n[nH]c(=O)c23)cc1C
i	-2.5	i	Cc1ccc(C(=O)NNC(=O)c2ccccc2)cc1S(=O)(=O)N1CCCCC1
i	-1.5	i	N#Cc1ccsc1NC(=O)COC(=O)CCS(=O)(=O)c1ccccc1
i	5.9	i	CC(=O)c1c(C)[nH]c(C(=O)OCC(=O)c2ccc(C)s2)c1C
i	-4.4	i	COc1ccc(S(=O)(=O)N2CCOCC2)cc1NC(=O)CNC(=O)c1cccs1
i	-3.6	i	Cc1ccc(S(=O)(=O)N2CCC(C(=O)OC(C)C(=O)N(C)c3ccccc3)CC2)cc1C (stereo not given)
i	-0.2	i	CCN(c1ccccc1)S(=O)(=O)c1ccc(OC)c(NC(=O)C2CCC2)c1
i	1.7	i	O=C(COC(=O)/C=C/c1ccccc1[N+](=O)[O-])NCc1ccco1
i	12.8	i	COc1cc(C(C)=O)ccc1OCC(=O)Nc1ccc(C)c(S(=O)(=O)N2CCCCCC2)c1
i	-6.5	i	COc1ccc(NC(=O)CN(C)CC(=O)c2[nH]c(C)c(C(C)=O)c2C)cc1
i	-2.0	i	CSCC[C@H](NC(=O)c1ccc(OCC2CCCO2)cc1)c1nc2ccccc2[nH]1 (stereo not given in full)
i	1.2	i	O=C(COC(=O)Cc1ccsc1)Nc1ccc(Br)cc1F
i	-1.4	i	Cc1ccc([N+](=O)[O-])cc1S(=O)(=O)Nc1cccc(S(=O)(=O)NC2=NCCC2)c1

Single records, as listed above.
`COc1ccc(NC(=O)CN(C)CC(=O)c2[nH]c(C)c(C(C)=O)c2C)cc1` in the list: TMEM16A act: i; HDAC3 inhib: -6.5; KCNK3 block: i
`Cc1ccc([N+](=O)[O-])cc1S(=O)(=O)Nc1cccc(S(=O)(=O)NC2=NCCC2)c1` in the list: TMEM16A act: i; HDAC3 inhib: -1.4; KCNK3 block: i

Shown as labelled records: entries from further up
O=C(c1cnn(C(=O)c2ccco2)c1)c1cc(F)ccc1O
  TMEM16A act = i; HDAC3 inhib = 0.4; KCNK3 block = i
CC(NC(=O)CN1C(=O)NC2(CCCCCC2)C1=O)c1ccccc1Cl (stereo not given)
  TMEM16A act = i; HDAC3 inhib = 1.5; KCNK3 block = i

Other compounds follow:
TMEM16A act	HDAC3 inhib	KCNK3 block	mol
i	-3.2	i	O=C(COC(=O)c1cc(=O)[nH]c(=O)[nH]1)Nc1cccc(Cl)c1
i	0.1	i	Cc1nnc(SCC(=O)N2CCN(c3cccc(Cl)c3)CC2)n1C1CC1
i	?	i	COc1ccccc1/C=C/C(=O)OCC(=O)N1c2ccccc2CC1C (stereo not given)
i	7.3	i	Cc1ccc(CNC(=O)[C@H](Cc2ccccc2)NC(=O)c2ccco2)cc1
i	12.0	i	COc1cc(NC(=O)c2ccccc2)c(OC)cc1NC(=O)CN1C(=O)NC2(CCCCC2C)C1=O (stereo not given)
i	0.1	i	CCN(CC(=O)Nc1ccc(OC)cc1)C(=O)c1ccc2c(=O)n3c(nc2c1)CCC3
i	-4.4	i	Nn1c(SCC(=O)NCCc2ccc(F)cc2)nnc1C1CCCCC1
i	-4.6	i	O=C(COC(=O)c1ccc(Cl)c(S(=O)(=O)N2CCCC2)c1)NCc1ccccc1
i	1.8	i	O=C(CN1C(=O)C2CCCCC2C1=O)Nc1cccc(C(F)(F)F)c1 (stereo not given)
i	0.0	i	Cc1cccc(NC(=O)CN2CCN(C(=O)CNC(=O)Cc3cccc4ccccc34)CC2)c1C
i	-1.0	i	O=C(Cn1cc(Br)ccc1=O)Nc1ccc2c(c1)OCO2
i	1.5	i	N#Cc1ccc(C(=O)NC(=S)N2CCN(C=O)CC2)cc1
i	-1.5	i	N#Cc1ccc(C(=O)N2CCN(S(=O)(=O)c3ccc(Cl)s3)CC2)cc1
i	1.1	i	COc1cc(CC(=O)OCC(=O)c2c[nH]c3ccccc23)cc(OC)c1OC
i	-3.7	i	CN1CCN(C(=O)c2cccc(S(=O)(=O)N3CCCC3)c2)CC1
i	2.0	i	CCOC(=O)[C@H]1[C@H]2COc3ccc(Cl)cc3[C@H]2N2C(=O)CNC(=O)[C@@]12C
i	0.0	i	O=C(CN1C(=O)NC2(CCCCCC2)C1=O)NCc1ccc(Cl)cc1
i	13.3	i	CCN(CC)c1ccc(C=Nc2ccc(OC)c(S(=O)(=O)N3CCOCC3)c2)c(O)c1
i	0.8	i	Nc1cc(C(=O)OCC(=O)Nc2ccc(N3CCOCC3)cc2)ccc1Cl
i	-1.2	i	COc1cc(/C=C/C(=O)OCC(=O)NCCN2C(=O)CSC2=O)ccc1OCC#N

A few values from the results shown:
`COc1cc(CC(=O)OCC(=O)c2c[nH]c3ccccc23)cc(OC)c1OC` in HDAC3 inhib is entered as 1.1
`O=C(CN1C(=O)NC2(CCCCCC2)C1=O)NCc1ccc(Cl)cc1` in HDAC3 inhib is entered as 0.0
`Cc1ccc(CNC(=O)[C@H](Cc2ccccc2)NC(=O)c2ccco2)cc1` in HDAC3 inhib is entered as 7.3

The list continues:
TMEM16A act	HDAC3 inhib	KCNK3 block	mol
i	8.5	i	Cc1ccc(NC(=S)NC(=O)C2CCCCC2)c(Br)c1
i	-6.5	i	COc1ccc2sc(-c3ccc(S(C)(=O)=O)cc3)c(C#Cc3cncn3C)c2c1
i	-2.2	i	Cc1ccccc1-n1nnnc1SCC(=O)NCC1(N2CCOCC2)CCCCC1
i	8.0	i	O=C(COC(=O)c1ccc[n+]([O-])c1)Nc1ccc([N+](=O)[O-])cc1Cl
i	7.6	i	COc1ccccc1C(=O)Nc1ccc(OC(C)C(=O)N2CCOCC2)cc1 (stereo not given)
